Screens (PubChem)
RMI FANCM FP: disruptors of RMI1/RMI2 association with MM2 peptide – biochemical, fluorescence polarization, human, primary screen. 70,000 compounds, 0.58% hits. RMI core complex with F-MM2 peptide; active compounds read low. RMI core complex (RMI1/RMI2) binding to FANCM MM2 peptide, human. FP signal (polarization) at 33 µM; in the data active = FP signal below about 40; also: inactives centre near 61; strong numbers were not always called active; unit not given here
An asterisk follows results filed as active; & = joins results of further samples. Not all compounds are listed, so the mix of outcomes need not match the whole.

SMILES	RMI FANCM FP
Cc1cc(NC(=O)C(C)Cn2cncn2)no1 (stereo unspecified)	63
COc1ccc(S(=O)(=O)N(C(C)=O)c2cc3sc(=O)oc3c3ccccc23)cc1	60
COc1ccc(C(C)(SCC(=O)O)SCC(=O)O)cc1	54
O=C(CN(Cc1ccc(Cl)cc1)S(=O)(=O)c1cccnc1)Nc1ccc2c(c1)OCCCO2	72
O=C(NC1c2ccccc2-c2ccccc21)N1CCOCC1	54
Cc1ccc(C)c(S(=O)(=O)N=C2C=C(SCC(=O)O)C(=O)c3ccccc32)c1	67
Cc1nc(/C(N)=N\O)cs1	55
Cc1ccc(S(=O)(=O)N(CCC(=O)O)c2ccccc2)cc1	68
Cc1ccc(S(=O)(=O)OCC(O)CNC2Cc3ccccc3C2)cc1 (stereo unspecified)	74
COc1ccc(OCC(=O)NCC2CCN(C3CCCC3)CC2)cc1	75
CC(=O)SCC(=O)Nc1cccc2c1C(=O)NC2=O	86
O=C(Nc1ccccc1)Nc1nc(C(=O)O)cs1	71

Part of the list above, reformatted.
O=C(CN(Cc1ccc(Cl)cc1)S(=O)(=O)c1cccnc1)Nc1ccc2c(c1)OCCCO2
  RMI FANCM FP: 72

O=C(NC1c2ccccc2-c2ccccc21)N1CCOCC1
  RMI FANCM FP: 54

Cc1ccc(C)c(S(=O)(=O)N=C2C=C(SCC(=O)O)C(=O)c3ccccc32)c1
  RMI FANCM FP: 67

(continued)
SMILES	RMI FANCM FP
Brc1ccc2c(c1)OCCSCCOCCSCCO2	54
O=C(NCCCn1nc(-c2cccnc2)ccc1=O)c1cccc(C(F)(F)F)c1	66
CCCCCCCCCCC[C@@H](C[C@H]1OC(=O)[C@H]1CCCCCC)OC(=O)[C@@H](CC(C)C)NC=O	56
Cc1csc(CN2CCN(C(=O)/C=C/c3ccccc3)CC2)n1	65
O=C(NCc1ccccc1)N1CCN(c2ccc3nncn3n2)CC1	67
CSc1nnc2n1CCN2c1ccccc1	56
Cn1ccc(C(=O)Nc2nnc(CSc3ccccc3)o2)n1	69
CCOC(=O)c1c(SC)nc(=O)[nH]c1C	55
Nc1ccc(-c2nnc(Nc3ccccc3)s2)cc1	66
NC(=O)CS(=O)(=O)c1ccc(Cl)cc1	61
CC1(C)C(=O)NCCN1C(=O)/C=C/c1cccs1	55
CC(=O)c1ccc(OC(=O)c2ccc3c(c2)C(=O)N(c2ccccc2)C3=O)cc1	59
O=C(CSc1nnc(-c2ccccc2)o1)NN1CC(=O)N(c2cccc(Cl)c2)CC1=O	54
COc1ccc(-c2cc3c(SCC(=O)NC4CCCC4)nccn3n2)cc1	70
CCn1ccc(C(=O)Nc2nnc(CCSc3ccccc3)o2)n1	65
Cc1nn(C2CCS(=O)(=O)C2)c2nc(-c3ccc(F)cc3)cc(C(=O)N(C)C3CCN(C)CC3)c12 (stereo unspecified)	53&65
O=C(Nc1ccc(Nc2ccc(-n3cccn3)nn2)cc1)c1ccc2c(c1)OCO2	58
O=C(Cn1c(=O)n(Cc2ccccc2)c(=O)c2ncccc21)Nc1ccc(F)cc1F	56
COc1ccc(CCC(=O)Nc2ccc3c(c2)CN(C(=O)c2ccccc2)CC3)cc1	70
COCCn1c(=NC(=O)c2ccco2)sc2cc(C(=O)OC)ccc21	62
Cc1cccc(NC(=O)NCC(c2ccc3c(c2)CCN3C)N2CCN(C)CC2)c1 (stereo unspecified)	60&65
COC(=O)c1ccccc1Cc1nc(=O)c2ccccc2n1C	60
Cc1ccc(C)n1-n1cnc2sc3c(c2c1=O)CCCC3	61
CNC(=O)c1c(NC(=O)c2cccc(N3C(=O)CCC3=O)c2)sc(C)c1C	57
CCOC(=O)N/N=C\c1ccc(Cl)cc1	53
CN1CCCc2cc(CCNC(=O)C(=O)Nc3ccc(OC(F)(F)F)cc3)ccc21	53
CCOc1ccc(C=NC2=C(C#N)C3CCCCC3S2)cc1OC (stereo unspecified)	55
CN(Cc1cnc2nc(N)nc(N)c2n1)c1ccc(C(=O)N[C@H](CCC(=O)O)C(=O)O)cc1	62
COc1ccc(Cn2c(SC)nc3c(-c4ccccc4)c[nH]c3c2=O)cc1	82
CC(C)(C)C(=O)N1CCc2ccc(NC(=O)C3CCN(S(C)(=O)=O)CC3)cc21	66
CCCCN1C(SCc2cccc(Br)c2)=NS(=O)(=O)c2ccccc21	64
Cc1cccc(CC(=O)Nc2ccc3c(c2)CN(C(=O)C2CC2)CC3)c1	81
COc1cn2c(cc1=O)C(=O)N(CCNC(=O)c1ccc(Cl)cc1Cl)CC2	62
O=C(O)CCC(=O)OCCCc1ccccc1	59
O=S(=O)(c1ccc(NC(=S)NC2CCCC2)cc1)N1CCCCC1	44
Cc1cc(=O)c2c(Cl)ccc(C)c2[nH]1	58
CC(C)c1ccc(C2N(c3ccccc3)CCN2c2ccccc2)cc1	59
CS(=O)(=O)N1CCC(C(=O)Nc2cccc(-c3nc4ccccc4[nH]3)c2)CC1	65
CCN(CC)S(=O)(=O)c1ccc(C(=O)NC2CC(=O)N(c3ccc(F)cc3)C2)cc1 (stereo unspecified)	54
O=C(CCn1c2c(c3ccccc31)CCCC2)N=Nc1c(O)n(Cc2ccccc2)c2ccccc12	53
Cc1cc(Nc2ccccc2)nn1C(=O)c1ccc([N+](=O)[O-])cc1	60
CCOC(=O)N1CCN(CC(O)COC(C)(C)CC)CC1 (stereo unspecified)	66
CCOC(=O)N/N=C(C)\C(C)=N/NC(=O)OCC	53
COc1cn(C)c(C(=O)Nc2nc3c(C)cccc3s2)cc1=O	62
S=C1NC2=C(CCc3ccccc32)C(c2cccs2)N1 (stereo unspecified)	59&56
CCn1c(=O)c(C(=O)Nc2ccc(Cl)c(Cl)c2)cc2cccnc21	57
O=C(CSc1ncc(-c2ccc(F)cc2)o1)N1CCN(c2ccc(F)cc2)CC1	77
CSc1nc2c(c(-c3cccs3)c1C#N)CCCC2	63

Next part; it opens with the 2 that closed the last part.
SMILES	RMI FANCM FP
O=C(CSc1ncc(-c2ccc(F)cc2)o1)N1CCN(c2ccc(F)cc2)CC1	77
CSc1nc2c(c(-c3cccs3)c1C#N)CCCC2	63
O=C(Nc1nc2c(s1)CCCC2C(=O)N1CCCC1)c1ccc2c(c1)OCO2 (stereo unspecified)	53
COc1ccc(S(=O)(=O)CC(=O)N2CCN(c3nc4ccc([N+](=O)[O-])cc4s3)CC2)cc1	129
Cc1cnc2n(c1=O)C(CC(=O)N1CCCCCC1)CS2 (stereo unspecified)	52
Cn1c(NNC(=O)C(C)(C)Oc2ccc(Cl)cc2)cc(=O)n(C)c1=O	59
c1ccc(CCSc2nnc(-c3ccncc3)o2)cc1	56
COc1ccc(C(=O)N(Cc2ccccn2)c2nc3ccc(Cl)cc3s2)cc1	85
CCOc1ccc(NC(=O)CSc2ccc(NC(=O)C3CC3)nn2)cc1	72
CN1C(=O)c2ccc(NC(=O)c3ccno3)cc2C1=O	66
CCC(C(=O)NCCNC(=O)c1ccc(NC(=O)C(C)C)cc1)c1ccccc1 (stereo unspecified)	68
CN(C)S(=O)(=O)c1ccc2nc(NC(=O)c3nc4ccccc4s3)sc2c1	56
O=C1S/C(=C/c2ccccc2F)C(=O)N1CNc1ccccc1Cl	53
O=C(Cn1cc(S(=O)(=O)Cc2ccccc2)c2ccccc21)N1CCN(C(=O)c2ccco2)CC1	50
CC(=O)c1ccc(C(=O)Nc2nc3c(Cl)cc(Cl)cc3s2)cc1	59
COC(=O)CC1C(=O)NCCN1C(=O)c1cc2cccc(OC)c2oc1=O (stereo unspecified)	62
CCOc1ccc(-c2ccc(N3CCN(C(=O)c4ccncc4)CC3)nn2)cc1	69
O=C(NCCOc1ccc2nnc(-c3ccccc3Cl)n2n1)c1ccco1	67
Oc1cc(O)c2c(c1)OC(c1ccc(O)c(O)c1)C(O)C2 (stereo unspecified)	54
O=C(NCc1ccccc1Cl)C(=O)NCC(c1cccs1)N1CCc2ccccc2C1 (stereo unspecified)	56
CCOP(=O)(OCC)/C(C#N)=C/c1ccc(-c2cc(Cl)ccc2Cl)o1	113
COc1cc(-c2noc(C3CCN(S(=O)(=O)c4cccs4)CC3)n2)cc(OC)c1OC	74
O=S(=O)(c1ccc(-c2cc(C(F)(F)F)on2)s1)N1CCc2c([nH]c3ccc(F)cc23)C1	58
CC(C)(C)NC(=O)[C@@H]1C[C@@H]2CCCC[C@@H]2CN1C(=O)c1ccno1	58&56
Cn1c(SCc2nc(-c3ccccn3)no2)nc2ccsc2c1=O	61
Cc1ccc(NC(=O)C(=O)NCC(c2ccsc2)N2CCc3ccccc3C2)cc1F (stereo unspecified)	65
O=C(/C=C/c1cccs1)Nc1ccc(Cl)c(Cl)c1	56
Cc1nnc(NC(=O)c2ccc(OCc3ccc4ccccc4n3)cc2)s1	70
CCOC(=O)c1c(NC(=O)c2cccc(SC)c2)sc2ccccc12	80
O=C(Cn1cnc2c(sc3ccccc32)c1=O)Nc1ccc(Cl)cc1	120
C=CCn1nnnc1SCC(=O)Nc1c(C)cc(C)cc1C	62
Cn1nc(C(=O)N2CCN(c3ccccc3)CC2)ccc1=O	63
CCC12CC3CC(NC(C)=O)(C1)CC(C(=O)O)(C3)C2 (stereo unspecified)	53
CNC(=S)N1CCN(c2ncc(C(F)(F)F)cc2Cl)CC1	57
COc1ccc(Cl)cc1NC(=O)CCn1nc(C)c(Cl)c1C	56
Cc1cccc(CC(=O)NCCc2ccc(N(C)C)cc2)c1	72
CN1CCCc2cc(C(CNC(=O)c3ccccc3C(F)(F)F)N3CCOCC3)ccc21 (stereo unspecified)	67
CCc1ccc(C2C(=C(O)c3ccc4c(c3)OCCO4)C(=O)C(=O)N2Cc2ccccc2)cc1 (stereo unspecified)	55
O=S(=O)(Cc1ccccc1)N1CCN(c2cnccn2)CC1	64
N#C/C(=C/C1=Cc2ccccc2OC1)S(=O)(=O)c1ccccc1	63
N#CCSc1ccc(-c2cccnc2)nn1	50
Clc1ccc(Nc2c3c(nc4ncnn24)CCC3)cc1	54
Cc1nc(S(=O)(=O)NCc2ccc3c(c2)CCO3)cn1C	56
CNC(=S)NN=C1CCCC1	53
O=[N+]([O-])c1cccc(/C=N\Nc2c(Cl)cncc2Cl)c1	44
c1ccc2nc3c(nc2c1)[nH]c1ccccc13	63
COc1ccc(OC)c(NC(=O)c2snnc2C)c1	57
O=S(=O)(Nc1cccc(N2CCCS2(=O)=O)c1)c1ccccc1Cl	61
Cc1ccc(Cl)cc1N1CCN(c2ccc(S(=O)(=O)C3CCCCC3)nn2)CC1	80
CCn1nccc1C(=O)Nc1sccc1C(N)=O	69
COc1cc(-c2n[nH]c(=S)n2-c2cccc(C(F)(F)F)c2)cc(OC)c1OC	55
Cn1c(Sc2cnc(=S)[nH]c2-c2ccccc2)nnc1C(F)(F)F	68
Cc1ccc2[nH]c3c(=O)n(CC(=O)NCc4ccccc4F)cnc3c2c1	92
O=C(Cc1ccccc1)NC(NCc1ccco1)C(Cl)(Cl)Cl (stereo unspecified)	59
O=c1c2ccccc2cnn1Cc1ccccc1	54
COc1cc(NC(=O)Cn2ncn3nc(-c4ccc(F)cc4)cc3c2=O)cc(OC)c1	113
Cc1ccnc(NS(=O)(=O)c2ccc(NC(=O)c3ccc(S(=O)(=O)N4CCCc5ccccc54)cc3)cc2)n1	56
O=C(Cc1ccccc1)NN1C(=O)/C(=C/c2cccc([N+](=O)[O-])c2)SC1=S	59
O=C(NCC(=O)N1CCOC(c2ccccc2)C1)C(=O)Nc1ccon1 (stereo unspecified)	74
O=S(=O)(NCC1CCN(C2CCCC2)CC1)c1cccc(Cl)c1	75
C/C(=N/O)c1sc2scc(C)c2c1C	63
OC1C(O)C(O)C(O)C(O)C1O (stereo unspecified)	60

In the list so far, two contain bromine.
SMILES	RMI FANCM FP
Brc1ccc2c(c1)OCCSCCOCCSCCO2	54
CCCCN1C(SCc2cccc(Br)c2)=NS(=O)(=O)c2ccccc21	64

The listing picks up, repeating the 5 entries before the break.
SMILES	RMI FANCM FP
O=C(Cc1ccccc1)NN1C(=O)/C(=C/c2cccc([N+](=O)[O-])c2)SC1=S	59
O=C(NCC(=O)N1CCOC(c2ccccc2)C1)C(=O)Nc1ccon1 (stereo unspecified)	74
O=S(=O)(NCC1CCN(C2CCCC2)CC1)c1cccc(Cl)c1	75
C/C(=N/O)c1sc2scc(C)c2c1C	63
OC1C(O)C(O)C(O)C(O)C1O (stereo unspecified)	60
COc1cc([N+](=O)[O-])c(Nc2ccccn2)cc1N1CCOCC1	53
O=C(O)C1Cc2nc[nH]c2CN1C(=S)Nc1ccccc1 (stereo unspecified)	51
CS(C)(=O)=NS(=O)(=O)c1cc(S(=O)(=O)N=S(C)(C)=O)c(Cl)s1	58
O=S(=O)(NNc1ncccc1-n1cccc1)c1ccc(Cl)c(Cl)c1	48
O=S(=O)(NCc1cccs1)c1cccc2cccnc12	53
O=C(NCCOc1ccc(-c2ccc(F)cc2)nn1)C1c2ccccc2Oc2ccccc21	49
COCCNC(=O)CSc1nnc(NC(=O)C2CC(=O)N(c3ccccc3OC)C2)s1 (stereo unspecified)	69
COc1cc(OC)cc(-c2noc(Cn3c(=O)[nH]c4cc5c(cc4c3=O)OCO5)n2)c1	70
COC(=O)c1c(-c2ccc(F)cc2)csc1NC(=O)CSc1nnc2ccccn12	82
CC(C)c1ccc2c(c1)sc(=NC(=O)c1ccc(S(=O)(=O)N3CCOCC3)cc1)n2C	72
c1ccc(Cc2nnc(SCc3ccccn3)o2)cc1	71
CC1CCc2c(sc(NC(=O)/C(C#N)=C/c3cccn3-c3ccc([N+](=O)[O-])cc3)c2C(N)=O)C1 (stereo unspecified)	60
Nn1c(SCC(=O)Nc2ccc(Cl)c(C(F)(F)F)c2)nnc1C1CCCCC1	55
CC(C)C(=O)N1CCc2ccc(NC(=O)COc3ccc(Cl)cc3)cc2C1	66
